# NPY-Y1 antag: antagonists of human neuropeptide Y receptor Y1; HEK293-CNG Y1 cells, membrane potential fluorescence; NPY at EC95, then isoproterenol; inhibition, % at 3.6 µM; actives 1% (n = 200,000);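 active = inhibition above the campaign mean inhibition of all tested compounds plus 3 SD, cut at about 20% in these data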;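 also: 0% = DMSO wells given NPY plus isoproterenol and 100% = isoproterenol alone without NPY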
#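 Material: HEK293 cells co-expressing NPY Y1 receptor and cyclic-nucleotide gated channel. Timing: compound incubation 1 h at room temperature, readout 45 min post-stimulation. Signal: fluorescence, membrane potential probe.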
# Runt-SMMHC FRET: Runt domain-CBFb-SMMHC interaction inhibition; actives 0.74% (n = 220,000); Q01196+Q13951; inhibition, % at 20 µM; Cerulean-Runt/Venus-CBFb-SMMHC FRET ratio 530/480, 1 h;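 active = mean inhibition across duplicate retests at 20 µM reaching about 50%, limit read from the data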;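 also: 0% = DMSO wells and 100% = wells with excess untagged CBFb-SMMHC; inhibitors lower the FRET ratio by blocking Runt binding to CBFb-SMMHC; some results filed as inactive read as strong as hits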
# Runt-CBFb FRET: inhibitors of human RUNX1 Runt domain binding to CBFb | Q01196+Q13951 | Cerulean-Runt/Venus-CBFb FRET ratio 530/480, 1 h | inhibition, % at 20 µM | actives 0.46% (n = 220,000) | AID 1496;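 active = inhibition over about 50% at 20 µM in the single-dose screen, limit read from the data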;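 also: 0% = DMSO wells and 100% = excess unlabeled CBFb competitor control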
#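 Schedule: protein complex preformed 1 h, compound exposure 1 h, room temperature, dark; test system: Cerulean-labeled Runt domain protein; amount: 100 nM per protein; buffer or medium: Tris 50 mM pH 7.5, KCl, K2SO4, 0.01% BSA; read-out: loss of energy transfer signal; detection: FRET fluorescence; controls: 5 µM unlabeled CBFb as full-inhibition high control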
# NPY-Y1 PAM-ag: potentiators or agonists of human neuropeptide Y receptor Y1 | activation, % at 3.6 µM | NPY-Y1 expressing cells, potentiator/agonist activation | AID 1304 | actives 0.37% (n = 220,000); in the data active = activation above about 33%, passing the limit was not always enough;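 also: cells stimulated with NPY at EC10 then isoproterenol at EC100; 0% = low agonist plus stimulus and 100% = saturating agonist plus stimulus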
# p97 ATPase inh: blocks human p97 ATPase activity. recombinant p97 ATPase, Kinase-Glo ATP luminescence, 3 h. inhibition, % at 8 µM. actives 0.42% (n = 220,000). AID 1481; in the data active = inhibition above about 15%;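 also: 0% = DMSO vehicle and 100% = wells lacking enzyme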
# MDM2 E3 inh: blocks human Mdm2 ubiquitin ligase activity. cell-based MDM2 ubiquitination luciferase reporter, 2 h; 0 = plate control, 100 = twice control, blank-subtracted. signal enhancement, % at 5 µM. actives 0.11% (n = 210,000). AID 1230;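 active = signal enhancement of 30% or more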;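 also: luminescence tracks abundance of the self-degrading MDM2-luciferase fusion protein; higher signal means inhibition of MDM2 E3 ligase activity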
#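 Assay system: stable mammalian line carrying autodegrading MDM2–luciferase fusion reporter; amount: 2000 cells seeded into each well; buffer or medium: DMEM; benchmarks: plate control and blank wells; signal: luciferase luminescence; timing: 2 h compound exposure at 37 °C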
# Hck-Nef inh: blocks Nef-activated human Hck kinase. Recombinant Hck-YEEI plus Nef, Z-Lyte FRET kinase assay. inhibition, % at 20 µM. actives 0.68% (n = 220,000);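 active = Hck-Nef kinase inhibition above about 50%, limit read from the data; inactive = inhibition below that limit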;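 also: 0% = DMSO with Hck plus Nef and 100% = Hck alone without Nef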
# Target sequence (P08631 whole entry, looked up): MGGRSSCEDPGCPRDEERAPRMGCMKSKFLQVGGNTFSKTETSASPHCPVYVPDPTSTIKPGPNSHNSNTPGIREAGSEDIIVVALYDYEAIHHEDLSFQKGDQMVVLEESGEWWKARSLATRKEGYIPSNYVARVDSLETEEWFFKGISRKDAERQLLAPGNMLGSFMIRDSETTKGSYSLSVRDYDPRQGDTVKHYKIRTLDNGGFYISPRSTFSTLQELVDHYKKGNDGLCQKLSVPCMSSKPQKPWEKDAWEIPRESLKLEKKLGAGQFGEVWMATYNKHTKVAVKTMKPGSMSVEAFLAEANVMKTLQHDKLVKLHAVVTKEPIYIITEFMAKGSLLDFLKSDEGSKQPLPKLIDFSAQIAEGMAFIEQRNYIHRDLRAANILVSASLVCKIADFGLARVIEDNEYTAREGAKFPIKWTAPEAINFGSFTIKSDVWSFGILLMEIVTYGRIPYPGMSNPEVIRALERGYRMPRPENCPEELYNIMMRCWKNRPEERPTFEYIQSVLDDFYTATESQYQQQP
# NPY2 pot ag: potentiates or activates human NPY-Y2 receptor. P49146. cells expressing NPY-Y2, potentiator/agonist read-out. activation, % at 3.6 µM. actives 0.45% (n = 220,000); in the data active = activation above about 27%;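 also: cells stimulated with NPY near EC25 plus isoproterenol at EC100; 0% = vehicle plus submaximal agonist and 100% = vehicle plus saturating agonist; some results beyond the cut were filed as inactive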
# Target sequence (P49146 whole entry, looked up): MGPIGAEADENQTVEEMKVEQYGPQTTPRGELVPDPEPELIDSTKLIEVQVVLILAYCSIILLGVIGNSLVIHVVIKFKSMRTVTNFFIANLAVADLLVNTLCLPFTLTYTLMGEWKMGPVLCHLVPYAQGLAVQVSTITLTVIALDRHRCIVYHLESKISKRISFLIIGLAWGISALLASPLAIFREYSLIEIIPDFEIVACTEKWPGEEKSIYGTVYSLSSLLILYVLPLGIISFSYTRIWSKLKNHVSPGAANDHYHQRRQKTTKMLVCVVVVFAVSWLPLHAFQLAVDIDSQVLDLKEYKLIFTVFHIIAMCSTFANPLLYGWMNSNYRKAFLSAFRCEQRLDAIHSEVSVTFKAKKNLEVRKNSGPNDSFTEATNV
# RBBP9 inh: human RBBP9 hydrolase inhibition; recombinant RBBP9, FP-Rh probe fluorescence polarization; inhibition, % at 7.94 µM; actives 0.2% (n = 220,000); AID 1515;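 active = inhibition above the campaign mean of all tested compounds plus 3 SD, cut at about 14% in these data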;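 also: plate controls were DMSO wells with RBBP9 for no effect and wells lacking RBBP9 protein for full effect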
# Target sequence (O75884 whole entry, looked up): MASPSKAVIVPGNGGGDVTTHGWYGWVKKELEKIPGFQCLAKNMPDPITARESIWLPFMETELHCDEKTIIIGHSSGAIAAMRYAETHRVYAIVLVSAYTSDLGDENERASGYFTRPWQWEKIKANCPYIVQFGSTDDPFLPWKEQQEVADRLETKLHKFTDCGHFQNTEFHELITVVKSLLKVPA
#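 Controls: DMSO-treated enzyme wells and wells lacking RBBP9 | Material: RBBP9 protein | Technique: Fluorescence polarization | Replication: Single well per compound, no replicates | Buffer or medium: Tris-NaCl-Pluronic buffer, pH 8.0 | Timing: 30 min compound preincubation, 45 min probe labeling, 25 °C | Read-out basis: Percent inhibition from mP, scaled between DMSO and no-protein wells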
# Active calls of the source: *; . = not tested or not shown. No enrichment for hits. Share with any hit: about 3.5%.
SMILES,NPY-Y1 antag,Runt-SMMHC FRET,Runt-CBFb FRET,NPY-Y1 PAM-ag,p97 ATPase inh,MDM2 E3 inh,Hck-Nef inh,NPY2 pot ag,RBBP9 inh
Cc1cc(C)n2nc(SCC(=O)N/N=C/c3ccccn3)nc2n1,14,0,2,5,4,0,5,1,-3
COc1ccc(C2CC(c3cccs3)=NN2C(=O)COC(=O)c2cc3ccccc3cc2O)cc1OC (stereo unspecified),2,-2,-6,-20,4,3,4,8,-6
O=C(c1cccc(Oc2ccc([N+](=O)[O-])cc2Cl)c1)N1CCCCC1,5,-1,1,-18,-4,-12,-3,-4,1
CCc1cccc(NC(=O)c2ccc3c(=O)n4c(nc3c2)CCCCC4)c1,.,0,-5,-21,-5,-10,17,-30,-6
COCCn1c(C)cc(C(=O)CSc2nc3ccccc3o2)c1C,16,0,5,10,0,-4,1,3,-8
Cc1ccc2c(Cl)cc(Cl)c(OCC(=O)NCc3ccco3)c2n1,1,1,9,-15,6,-10,3,6,-1
Cc1ccc(OCCn2c(CCCO)nc3ccccc32)cc1,6,-2,-1,9,-5,-15,-1,-4,2
Cc1ccc(-c2nsc(SCC(=O)NCc3ccc4c(c3)OCO4)n2)cc1,5,4,-1,6,7,-2,0,12,-6
COc1nnc(-c2ccc(N3CCOCC3)c(NC(C)=O)c2)c2ccccc12,0,6,2,-8,-2,-18,0,-22,-6
Cc1c(C(=O)O)c(C(=O)O)c2n1CCS2,.,-1,-2,-16,4,-10,-1,0,6
COC(=O)C1=NNC2(C)C(=O)N(c3ccc(C)cc3)C(=O)C12 (stereo unspecified),.,-3,1,9,2,6,6,-1,-6
Cc1ccc(C(=O)O/N=C/c2c(Cl)n(C)c3ccccc23)cc1,-5,-2,1,-8,-10,-9,-2,-4,-13
C=C(C)COc1ccc(-c2nc(N)ncc2Oc2ccc(OC)cc2)c(O)c1,11,-7,-3,-15,-3,-6,1,-1,-3
c1ccc(Cc2nn3c(Cn4nnc5ccccc54)nnc3s2)cc1,-4,11,18,-4,2,-13,-1,1,-1
CN(C)S(=O)(=O)c1ccc(Cl)c(NC(=O)CSc2nc3c(cc2C#N)C(=O)CCC3)c1,-3,-4,-2,-13,0,-4,4,-4,13
CCOC(=O)c1c(C)nc(C)c(C(=O)OCC)c1-c1ccc(Br)cc1,18,3,-2,-70,-3,-9,6,-28,-5
O=C(OCC(=O)N1CCN(C(=O)c2ccco2)CC1)c1cc(-c2ccccc2)nc2ccccc12,-3,-6,-14,9,3,-13,1,25,-6
COc1ccccc1N1CCN(C(=O)c2c(C)cc(=O)oc2C)CC1,-5,-1,0,4,-3,-1,0,-6,-4
O=S(=O)(Nc1nc2ccccc2nc1Cl)c1ccc(Br)cc1,5,-3,2,-14,4,0,2,-4,-5
CCn1c(CN2CCN(C(=O)c3ccco3)CC2)nc2c1c(=O)n(C)c(=O)n2C,4,1,0,-8,7,-8,-1,-6,-4
C(=N\Nc1nc(N2CCCC2)nc(N2CCCC2)n1)/c1cccnc1,4,0,-2,16,4,-6,17,4,-4
CC1=Nc2ccc(C)c3nc(C)cc(c23)N1c1ccc(C)cc1,7,.,.,-26,-1,-3,2,-16,-1
CC(C)(C)n1nnnc1C(c1ccccn1)N1CCN(C(c2ccccc2)c2ccccc2)CC1 (stereo unspecified),4,0,-2,17,0,-4,25,2,-8
CCc1nc2oc3cc(OC)ccc3c(=O)c2c(=O)n1Cc1ccco1,3,13,18,2,6,-7,4,3,-7
COc1ccc(-c2noc(-c3cccc(OC)c3OC)n2)cc1OC,8,1,0,-1,-1,-6,2,-8,-4

# Brought forward from above: two entries, then new ones.
SMILES,NPY-Y1 antag,Runt-SMMHC FRET,Runt-CBFb FRET,NPY-Y1 PAM-ag,p97 ATPase inh,MDM2 E3 inh,Hck-Nef inh,NPY2 pot ag,RBBP9 inh
CCc1nc2oc3cc(OC)ccc3c(=O)c2c(=O)n1Cc1ccco1,3,13,18,2,6,-7,4,3,-7
COc1ccc(-c2noc(-c3cccc(OC)c3OC)n2)cc1OC,8,1,0,-1,-1,-6,2,-8,-4
O=C(Nc1ccccc1C(=O)Nc1nnc(C(F)(F)F)s1)c1ccccc1Cl,.,0,-1,27,5,-21,18,22,-13
Cc1ccc(Oc2ccc(C=O)cn2)cc1,4,3,-2,-1,0,-12,28,1,-4
O=C1C2=C(NC(=S)NC2c2ccc(Cl)cc2)NC(c2ccc(Cl)cc2)N1c1ccc(Cl)cc1 (stereo unspecified),-7,0,.,32,8,-7,1,23,-14
CC1=Nn2c(nnc2-c2cc(C)[nH]n2)SC1,6,-4,-1,16,6,-12,2,8,-2
Nc1cc(=O)[nH]c(=O)n1Cc1ccccc1,3,0,-2,-25,3,.,1,7,-6
COCCN1C(=O)c2oc3ccccc3c(=O)c2C1c1ccc(O)c(OC)c1 (stereo unspecified),1,0,1,24,9,-8,-3,5,-7
CSc1ccccc1NC(=O)COC(=O)c1ccccc1O,14,1,0,-9,2,-1,26,-4,3
Cc1cccc(NC(=S)NC2CC3C=CC2C3)c1 (stereo unspecified),.,1,-1,12,7,-6,21,5,-1
CC1C(c2ccccc2)N(C)CCC12NC(=O)NC2=O (stereo unspecified),-1,0,0,-27,4,.,1,6,3
CS(=O)(=O)N1CCN(c2ccc(NC(=O)CSc3ccc(Cl)cc3)cc2)CC1,-4,2,0,4,0,-11,11,10,2
COc1cccc(C(C(=O)NCC2CCCO2)N(CC2CCCO2)C(=O)CN2C(=O)c3ccccc3S2(=O)=O)c1 (stereo unspecified),0,2,-2,6,1,-6,5,-5,-1
COc1ccccc1C(=O)C1Nc2ccccc2-c2nnc(SC)nc2O1 (stereo unspecified),-3,-6,-1,6,8,-13,0,-1,1
Nc1nc(SCc2ccc(Cl)c(Cl)c2)n[nH]1,-3,-6,-2,0,2,0,1,13,3
Cc1cc(C)c(NC(=O)c2ccc(CN3CCc4ccccc4C3)cc2)c(C)c1,1,0,0,57*,1,5,1,7,1
Cc1cccc(OCc2nnc(SCc3cc(=O)[nH]c4ccccc34)n2-c2ccccc2)c1,4,1,-2,-26,2,2,2,-12,3
COc1ccc(C(=O)NCc2cccnc2)cc1,-2,-8,-1,-9,7,-8,14,-8,-5
Cc1ccc(C)c(N2CCN(C(=O)c3ccccc3Br)CC2)c1,4,.,.,4,-2,-12,1,-3,-4
COC(=O)c1ccc(NC(=O)CCN2CCN(Cc3ccccc3)CC2)cc1,-2,-2,0,1,4,-1,-9,-2,8
COc1ccccc1CNC(=O)Nc1cccs1,-5,38,18,0,1,0,-2,-6,-6
CC(C)=CCCC1(C)C=Cc2c(ccc3c2[nH]c2cc(O)c(C)cc23)O1 (stereo unspecified),3,-12,-5,9,8,-14,-3,-8,-2
COc1cc(OC)c(Nc2cc(C)nc3nc(C)nn23)cc1Cl,-1,1,0,-23,-6,-7,-6,-1,-9
O=C(NCc1ccco1)C(c1ccccc1)N(C(=O)Cc1cccs1)c1ccccc1F (stereo unspecified),22*,-1,.,7,2,-8,1,-1,-3
CCCc1nnc(NC(=O)CCC(=O)NCc2ccc(OC)cc2)s1,.,-7,1,9,9,8,13,5,-8
O=C(CSc1ccccc1)Nc1nc2ccccc2[nH]1,7,0,2,-28,3,-20,2,8,-7
COc1ccc(OCC(=O)N/N=C(\C)c2ccc(OC)cc2)cc1,7,-2,-1,-9,2,-19,23,4,-6

# (further entries)
SMILES,NPY-Y1 antag,Runt-SMMHC FRET,Runt-CBFb FRET,NPY-Y1 PAM-ag,p97 ATPase inh,MDM2 E3 inh,Hck-Nef inh,NPY2 pot ag,RBBP9 inh
CC1=CC(=C2C(=O)c3ccccc3C2=O)C=C(C)O1,3,-101,-78,6,-2,-6,4,-11,-12
Brc1ccccc1OCCOc1cccc2cccnc12,-2,1,-2,-3,3,-7,6,0,-3
Cc1ccc(NC(=O)NNS(=O)(=O)c2ccc(Br)cc2)cc1,-4,-1,1,-6,2,-17,2,-7,3
CCN(CC(=O)Nc1cccc(S(=O)(=O)N2CCCC2)c1)CC(=O)Nc1ccccc1OC,-4,0,1,13,2,-1,16,2,-5
CCOc1cc(Br)ccc1S(=O)(=O)N1CC(C)OC(C)C1 (stereo unspecified),3,-2,0,-13,0,-12,-19,4,3
CC(=O)c1ccc(Oc2nc3c(c(=O)n(C)c(=O)n3C)n2C)cc1,-3,-3,-1,4,-2,-15,-6,0,-9
CCOc1ccc(S(=O)(=O)NCCC(=O)OCC(=O)c2ccc[nH]2)cc1,5,0,-1,-6,0,2,-2,-12,-5
Cn1c(=O)cc(OCC(=O)NCc2ccccn2)c2ccccc21,6,-9,0,3,8,-15,2,-16,-6

# Of the compounds above, these contain an aryl thioether with sulfur outside any ring.
SMILES,NPY-Y1 antag,Runt-SMMHC FRET,Runt-CBFb FRET,NPY-Y1 PAM-ag,p97 ATPase inh,MDM2 E3 inh,Hck-Nef inh,NPY2 pot ag,RBBP9 inh
Cc1cc(C)n2nc(SCC(=O)N/N=C/c3ccccn3)nc2n1,14,0,2,5,4,0,5,1,-3
COCCn1c(C)cc(C(=O)CSc2nc3ccccc3o2)c1C,16,0,5,10,0,-4,1,3,-8
Cc1ccc(-c2nsc(SCC(=O)NCc3ccc4c(c3)OCO4)n2)cc1,5,4,-1,6,7,-2,0,12,-6
CN(C)S(=O)(=O)c1ccc(Cl)c(NC(=O)CSc2nc3c(cc2C#N)C(=O)CCC3)c1,-3,-4,-2,-13,0,-4,4,-4,13
CSc1ccccc1NC(=O)COC(=O)c1ccccc1O,14,1,0,-9,2,-1,26,-4,3
CS(=O)(=O)N1CCN(c2ccc(NC(=O)CSc3ccc(Cl)cc3)cc2)CC1,-4,2,0,4,0,-11,11,10,2
COc1ccccc1C(=O)C1Nc2ccccc2-c2nnc(SC)nc2O1 (stereo unspecified),-3,-6,-1,6,8,-13,0,-1,1
Nc1nc(SCc2ccc(Cl)c(Cl)c2)n[nH]1,-3,-6,-2,0,2,0,1,13,3
Cc1cccc(OCc2nnc(SCc3cc(=O)[nH]c4ccccc34)n2-c2ccccc2)c1,4,1,-2,-26,2,2,2,-12,3
O=C(CSc1ccccc1)Nc1nc2ccccc2[nH]1,7,0,2,-28,3,-20,2,8,-7

# Looked up above.
# Brc1ccccc1OCCOc1cccc2cccnc12 in NPY-Y1 PAM-ag shows -3
# Cc1ccc(NC(=O)NNS(=O)(=O)c2ccc(Br)cc2)cc1 in NPY-Y1 antag shows -4

# Assay outcomes as filed in PubChem.
